M1 ag parental = nonselective activator or artifact in parental CHO-K1 cells; Fluo-8 calcium fluorescence; scaled to maximal ATP response, vehicle zero; activation, % at 3 µM; 360,000 tested, 0.48% active; AID 602248; in the data active = activation above about 15%;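 also: untransfected CHO-K1 host cells lacking M1 receptor as counterscreen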
CHO-K1 Ca antag = counter-screen for M1 antagonists: effect in parental CHO-K1 cells | ATP-induced calcium, Fluo-8 fluorescence | inhibition, % at 3 µM | 360,000 tested, 0.6% active | AID 602250;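 active = inhibition above a per-plate cutoff, the plate's mean sample inhibition plus 3 SD, cut at about 24% in these data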;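 also: 0% = DMSO plus EC80 ATP and 100% = DMSO alone without ATP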
M4 PAM = positive allosteric modulators of human muscarinic M4 receptor; P08173; CHO-K1 hM4/Gqi5, Fluo-8 calcium fluorescence, ACh EC20; 0% = ACh EC20, 100% = maximal ACh; activation, % at 3 µM; 360,000 tested, 0.4% active; AID 624126;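 active = activation above its plate's cutoff, the mean activation of sample wells plus 3 SD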; also: some results filed as inactive read as strong as hits
Target sequence (P08173 whole entry, looked up): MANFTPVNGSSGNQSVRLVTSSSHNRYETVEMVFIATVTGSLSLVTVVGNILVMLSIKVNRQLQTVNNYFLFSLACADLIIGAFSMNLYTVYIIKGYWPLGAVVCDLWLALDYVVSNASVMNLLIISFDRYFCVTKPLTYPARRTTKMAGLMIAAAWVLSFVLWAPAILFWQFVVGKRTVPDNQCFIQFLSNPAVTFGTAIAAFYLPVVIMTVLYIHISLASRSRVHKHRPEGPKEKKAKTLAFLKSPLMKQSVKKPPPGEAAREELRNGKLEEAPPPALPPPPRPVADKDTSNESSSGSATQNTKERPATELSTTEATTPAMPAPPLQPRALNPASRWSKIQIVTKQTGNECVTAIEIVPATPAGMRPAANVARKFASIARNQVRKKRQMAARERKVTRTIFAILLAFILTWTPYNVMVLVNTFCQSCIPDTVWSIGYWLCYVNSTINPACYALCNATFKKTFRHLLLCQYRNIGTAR
M4 ag = CHRM4 agonism in calcium assay; activation, % at 3 µM; 360,000 tested, 0.14% active; AID 624127; CHO-K1 hM4/Gqi5, Fluo-8 calcium fluorescence; vehicle 0%, full acetylcholine response 100%;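 active = activation above the run mean over all test wells plus 3 SD, cut at about 32% in these data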;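 also: peak over basal fluorescence ratio per well then scaled between controls; 0% = DMSO wells and 100% = acetylcholine at EC100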
CHO-K1 Ca PAM = M1 PAM counterscreen hit in parental CHO-K1 cells; ATP EC20, Fluo-8 calcium fluorescence; 0% at ATP EC20, 100% at ATP max; activation, % at 3 µM; AID 602247; 360,000 tested, 0.02% active;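 active = activation above the run cutoff, the mean activation of all test compounds plus 3 SD, cut at about 40% in these data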;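 also: peak over basal fluorescence ratio in a 140 s read after ATP addition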
CHRM5 agonist = agonists of human muscarinic M5 receptor (CHRM5). P08912. CHO-K1 hM5 cells, Fluo-8 calcium fluorescence; 0% DMSO wells, 100% maximal acetylcholine response. activation, % at 3 µM. 360,000 tested, 0.19% active;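 active = activation above the run's mean over test compounds plus 3 SD, cut at about 23% in these data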;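 also: signal is peak over basal fluorescence ratio across the kinetic read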
Target sequence (P08912 whole entry, looked up): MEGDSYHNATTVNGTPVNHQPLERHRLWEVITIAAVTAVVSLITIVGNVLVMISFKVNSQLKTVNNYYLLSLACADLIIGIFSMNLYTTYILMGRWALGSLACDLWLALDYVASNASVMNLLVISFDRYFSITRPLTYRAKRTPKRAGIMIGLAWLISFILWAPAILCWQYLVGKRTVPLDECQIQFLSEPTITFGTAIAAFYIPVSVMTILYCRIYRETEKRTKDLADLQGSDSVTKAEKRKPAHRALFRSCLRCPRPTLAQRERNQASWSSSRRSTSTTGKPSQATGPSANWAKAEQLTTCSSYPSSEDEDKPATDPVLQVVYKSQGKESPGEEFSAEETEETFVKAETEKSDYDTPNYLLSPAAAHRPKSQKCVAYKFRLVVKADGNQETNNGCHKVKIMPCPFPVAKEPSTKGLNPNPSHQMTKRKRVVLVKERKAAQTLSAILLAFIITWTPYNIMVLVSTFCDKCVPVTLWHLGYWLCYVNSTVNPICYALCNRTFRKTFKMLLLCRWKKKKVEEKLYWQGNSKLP
M4 antag = antagonists of human muscarinic M4 receptor (CHRM4); AID 624125; CHO-hM4 cells, ACh EC80, Fluo-8 calcium fluorescence; 360,000 tested, 0.73% active; P08173; inhibition, % at 3 µM;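 active = inhibition above its plate's cutoff, the mean inhibition of sample wells plus 3 SD, cut at about 27% in these data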;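 also: 0% = acetylcholine EC80 with DMSO and 100% = DMSO without agonist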
CHRM5 PAM = CHRM5 positive allosteric modulation; P08912; CHO-K1 hM5, Fluo-8 calcium, ACh EC20 PAM; 0% = ACh EC20, 100% = ACh EC100; activation, % at 3 µM; 360,000 tested, 0.3% active;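 active = activation above the run cutoff, the mean activation of all test compounds plus 3 SD, cut at about 18% in these data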
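Assay system: CHO-K1 hM5 cells. Also added: acetylcholine at EC20 concentration, added after compound. Dosing: 3 µM, single dose. Times: compound preincubation 140 s before EC20 acetylcholine addition. Signal: Fluo-8 calcium fluorescence. Measure: % activation relative to EC20 and EC100 ACh responses. Repeats: singlicate, one well per test compound.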
CHRM5 antagonist = blocks acetylcholine activation of human M5 receptor; inhibition, % at 3 µM; 360,000 tested, 0.59% active; CHO-hM5 cells, Fluo-8 calcium fluorescence, ACh EC80; P08912;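 active = inhibition above a per-plate cutoff, the mean of that plate's test compounds plus 3 SD, cut at about 27% in these data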;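 also: 0% = acetylcholine EC80 with DMSO and 100% = DMSO without agonist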
Starred values were filed as active, the others as inactive.

Values in the order – M1 ag parental, CHO-K1 Ca antag, M4 PAM, M4 ag, CHO-K1 Ca PAM, CHRM5 agonist, M4 antag, CHRM5 PAM, CHRM5 antagonist
[1] COc1ccccc1OCCn1c(SCC(=O)O)nc2ccccc21
    -0.9, 0, -3, 1, -12, 3, -10, 12, -12
[2] Cc1ccc(C2CC(=O)C(C=NCCN3CCN(C(=S)Nc4ccc(F)cc4)CC3)=C(O)C2)cc1 (centres undefined)
    3.4, 5, -10, 4, -10, -9, 10, -7, -11
[3] CCC1(C)CC(CC(=O)O)(c2ccccc2OC)CCO1 (centres undefined)
    -0.6, 5, 10, 0, -3, -2, 5, 5, 1
[4] c1cncc(-c2nc(N3CCOCC3)c3ccccc3n2)c1
    1.3, -22, 3, 4, 5, 3, 1, -4, 2
[5] C#CCOCCOCCOCCNc1nc(N2CCN(C(=O)[C@H](CCC(=O)O)n3cc(C(N)Cc4ccc(O)cc4)nn3)CC2)nc(N2CCN(C(=O)[C@H](Cc3cc4ccccc4[nH]3)n3cc(C(N)[C@H](C)CC)nn3)CC2)n1 (some centres undefined)
    0.9, -5, -7, 0, 6, -2, 8, 0, 15
[6] Cc1ccc(S(=O)(=O)N2CCC[C@H]2C(=O)NC2CCCCC2)cc1
    1.1, -13, 3, 3, 10, 2, -6, 4, 6
[7] CCOC(=O)c1c(NC(=O)CSc2nc(C)cc(C)c2C#N)sc(C(C)=O)c1C
    0.0, 2, 0, 1, 10, -1, -2, 2, 0
[8] Cc1cc(NC(=O)COC(=O)c2ccc(Cl)cc2)no1
    0.8, -9, 5, 2, 13, 2, -24, 0, -8
[9] COc1ccc(C(=O)Nc2ccc(C(=O)Nc3cccnc3)cc2)cc1
    -0.1, -1, -1, 2, 6, 2, -6, 7, -12
[10] COc1cc2c(c(OC)c1OC)-c1ccc(NC(=O)c3ccc(F)cc3)c(=O)cc1[C@@H](NC(C)=O)CC2
    0.3, -15, 3, 3, -9, 1, 2, 12, -3

Down the list, from the results shown:
CHO-K1 Ca antag, entries 1 to 10: 0, 5, 5, -22, -5, -13, 2, -9, -1, -15
CHRM5 agonist, entries 1 to 10: 3, -9, -2, 3, -2, 2, -1, 2, 2, 1

(cont.)
Values in the order – M1 ag parental, CHO-K1 Ca antag, M4 PAM, M4 ag, CHO-K1 Ca PAM, CHRM5 agonist, M4 antag, CHRM5 PAM, CHRM5 antagonist
[11] Cc1cc(-c2ccc(C)c(S(=O)(=O)NCC3CCN(Cc4cccc(F)c4)CC3)c2)on1
    7.7, 1, -12, 11, -8, -4, -1, -12, 4
[12] O=C(c1cccc(Br)c1)N1CCN(c2ccccn2)CC1
    2.0, -8, -3, 4, 15, 3, -5, -7, 7
[13] Cc1ccc(NC(=O)c2ccc(NC(=O)c3ccccc3)cc2)cc1C
    1.8, 0, -5, 3, -4, -4, 4, -4, 10
[14] Cc1nc(CCNC(=O)Cc2ccccc2)cs1
    0.2, -8, 15, 1, 10, 2, -12, 2, -9
[15] O=S1(=O)CC(N2CCCC2)CN1Cc1ccc(F)cc1 (centres undefined)
    0.5, 9, -5, 1, 6, 0, -3, 3, 1
[16] CCOc1ccc(S(=O)(=O)Nc2cccc(C(=O)NCC(c3ccccc3)N(C)C)c2)cc1 (centres undefined)
    12, -15, 5, 16, 19, -3, -12, -14, 11
[17] C=CCn1c(=N)n(CC(=O)c2ccc(Br)cc2)c2ccccc21
    0.1, -1, 3, -1, 11, 0, 8, 3, -13
[18] Cc1cccnc1NC(=O)Cn1nc(-c2ccccc2)oc1=S
    0.8, -4, 11, -1, 17, 0, -2, -7, 8
[19] CCN(CC(=O)Nc1ccc2c(c1)OCCO2)S(=O)(=O)c1ccc(C)cc1
    2.6, -13, 0, 5, 24, 2, 4, 1, -3
[20] CCN(CC(=O)Nc1c(F)cccc1F)C(=O)/C=C/c1ccc(Br)s1
    2.1, 1, 4, 0, 7, -4, 4, 6, -1
[21] CC1CC(C)CN(C(=O)c2ccc(S(=O)(=O)N3CC(C)CC(C)C3)cc2)C1 (centres undefined)
    0.4, -11, -4, 1, 15, -2, 10, 4, 9
[22] COc1ccc(S(=O)(=O)N2CCCCCC2)cc1NC(=O)Cc1cccc(C(F)(F)F)c1
    0.5, -5, -8, 1, -10, 0, 5, -7, 4
[23] COc1ccc(-c2nc(N)ncc2-c2ccccc2OC)c(O)c1
    1.3, -10, -1, 3, 7, -1, -11, -2, 8
[24] Cc1ncc(COCc2ccccc2)c(CO)c1OCc1ccccc1
    0.2, -12, -2, 4, 10, 4, -5, 7, -2
[25] O=C(CSc1nnc(-c2ccncc2)n1Cc1ccco1)Nc1nccs1
    0.1, -7, -3, 1, 12, 0, 2, 0, -13
[26] CC(C(=O)O)n1cc(C#N)c(=O)[nH]c1=O (centres undefined)
    0.5, -12, 8, 0, 9, 1, -5, 2, 9
[27] O=C(c1cccnc1)N1CCN(S(=O)(=O)c2cccs2)CC1
    0.7, 0, 3, 1, 11, -2, 2, -4, 0
[28] CCOC(=O)N1CCC(NC(=O)c2ccc3c(c2)N=C(C)c2ccccc2S3)CC1
    4.9, -14, 1, 4, 24, -6, 2, -8, 14
[29] Cc1cccc2c(C(=O)O)c3cccc(C)c3nc12
    0.3, -3, 12, 0, 12, 3, -8, 5, 6
[30] COc1ccc(OCC(=O)NNC(=O)c2ccc(-c3ccccc3)cc2)cc1
    0.2, 0, 24, 0, 14, 3, -2, 3, -5
[31] COc1ccccc1/C=C/C(=O)c1ccc(Cl)cc1
    -0.7, 4, 0, -3, -11, -5, -6, -12, 6
[32] COc1ccccc1N1CCN(C(=O)c2ccc3nc[nH]c3c2)CC1
    0.4, 3, -2, 1, -1, -3, -4, -3, -2
[33] COc1c(CC=C(C)C)cc(C2CC(=O)c3c(O)cc(O)cc3O2)cc1CC=C(C)C (centres undefined)
    0.1, 5, -7, 1, 21, 0, 0, -4, 2
[34] C/C(=N/NC(=O)c1cc(C)[nH]n1)c1ccncc1
    -0.1, 2, -4, 1, -16, -2, -3, 2, 9
[35] COc1ccc(/C(N)=N/O)c(OC)c1
    -0.7, -8, 12, 1, 5, 1, -4, 10, 4
[36] CCOc1ccc(NS(=O)(=O)c2ccc(C(=O)NNC(=O)c3ccccc3O)cc2)cc1
    1.4, -3, 21, 2, 16, 7, -12, 8, -1
[37] O=C(CSc1nncc2ccccc12)Nc1cccc(O)c1
    1.4, -12, 0, 1, -6, -1, 3, -7, 15
[38] COc1cccc2sc(Nc3nc(C)c(C(C)=O)s3)nc12
    0.0, -6, 11, 0, 3, -8, -6, 4, 0
[39] COc1ccccc1CNC(=O)CSc1cc(=O)n(C)c2ccccc12
    0.4, -3, -2, 1, 8, -1, 9, -1, 6
[40] CN1CCN(S(=O)(=O)c2ccc(Nc3ccc(F)cc3)c([N+](=O)[O-])c2)CC1
    0.2, 8, 2, 3, 5, -3, -5, -3, 1

In the list so far, two have a cyano group:
Values in the order – M1 ag parental, CHO-K1 Ca antag, M4 PAM, M4 ag, CHO-K1 Ca PAM, CHRM5 agonist, M4 antag, CHRM5 PAM, CHRM5 antagonist
[7] CCOC(=O)c1c(NC(=O)CSc2nc(C)cc(C)c2C#N)sc(C(C)=O)c1C
    0.0, 2, 0, 1, 10, -1, -2, 2, 0
[26] CC(C(=O)O)n1cc(C#N)c(=O)[nH]c1=O (centres undefined)
    0.5, -12, 8, 0, 9, 1, -5, 2, 9

More results follow:
Values in the order – M1 ag parental, CHO-K1 Ca antag, M4 PAM, M4 ag, CHO-K1 Ca PAM, CHRM5 agonist, M4 antag, CHRM5 PAM, CHRM5 antagonist
[41] O=C1CC[C@@H](CN(Cc2ccccn2)Cc2nc(Cc3cccc(C(F)(F)F)c3)no2)N1
    1.8, -3, -6, 2, 9, 1, -4, 8, -10
[42] O=C(NCc1ccc(F)cc1)c1cc(C2CCCN(C(=O)c3cccs3)C2)on1 (centres undefined)
    0.7, 3, 6, 3, -13, 1, -12, 5, -8
[43] COc1ccc(C(c2nnnn2C2CCCCC2)N2CCN(C)CC2)c(OC)c1 (centres undefined)
    0.2, -4, 7, 3, -6, -3, 8, -2, 17
[44] O=C(N=C1c2ccccc2CN1c1ccccc1)c1cccc([N+](=O)[O-])c1
    0.0, -4, 5, 1, 13, -4, -8, 3, -3
[45] CC(C)(C)NC(=O)c1ccc2c3c(cccc13)CC2
    -0.5, -4, -4, -1, 17, -6, -7, 7, -8
[46] COCCn1c(SCC(=O)c2c(N)n(C3CC3)c(=O)[nH]c2=O)nnc1-c1ccc(Cl)cc1
    -0.3, 19, -4, 1, -20, -1, 7, -7, 3
[47] Clc1ccc(-c2csc(-c3ccncc3)n2)cc1
    -0.1, -7, -2, -1, 10, -14, 4, -3, 8
[48] CC(C)C(NC(=O)c1ccc(C(C)(C)C)cc1)C(=O)NCC1(N(C)C)CCCCC1 (centres undefined)
    0.6, -11, 1, 0, 13, -5, 7, -1, 8
[49] Oc1ccc(Cl)cc1CNC1CCCCC1
    0.8, -7, 4, 0, 19, -3, -16, -8, 10
[50] Clc1ccc(CN2CCc3c([nH]c4ccccc34)C2)cc1Cl
    0.2, -3, -6, -1, -1, -3, 13, 5, 14
[51] COc1ccc(C(=O)Nc2cc(Cl)cc(Cl)c2)c(OC)n1
    -0.3, -3, 4, 1, 5, 0, -4, 2, -1
[52] O=C(NNC(=O)c1ccc2c(c1)OCO2)NC1CCCCC1
    0.2, 4, -5, 1, -3, 1, 6, -1, 5
[53] CCN(CC(=O)Nc1cc(C)c(Cl)cc1OC)CC(=O)NC1CCS(=O)(=O)C1 (centres undefined)
    0.2, -21, 1, 2, 13, -2, 0, 4, 8
[54] O=C(CCc1ccccc1)Nc1cc(C(F)(F)F)ccc1Cl
    -0.9, -3, 3, -2, -6, -5, 9, 0, -11
[55] O=C(Nc1ccccc1)Nc1ccc(Oc2cccnc2)nc1
    4.9, -1, 4, 3, 14, 2, -10, -6, 7
[56] CC(=O)Nc1ccc(S(=O)(=O)N(C)CC(=O)NC2=NCCS2)cc1
    0.0, 0, -2, 0, 11, -2, 3, -6, 0
[57] Cc1ccccc1N1C(=O)CC(c2c[nH]c3ccccc23)C1=O (centres undefined)
    3.0, -21, 4, 5, 16, 5, -3, 5, 8
[58] Cc1ccc(C(=O)N/C(N)=N/c2nc3ccccc3o2)cc1
    -0.3, 3, -4, 1, 2, 1, 3, 5, -2
[59] CC(C)(C)n1nnnc1C(c1ccccc1)N1CCN(c2ccccn2)CC1 (centres undefined)
    -0.1, 12, -1, 1, -8, -6, 3, -4, -1
[60] O=C(COC(=O)CNS(=O)(=O)c1ccc(F)c(F)c1F)NC1CC1
    -0.1, 12, 6, 1, -28, 1, -1, 4, -2
